Smad3 inh: inhibitors of human Smad3 transcription factor binding; TR-FRET Smad3/Dy647-FoxH1 peptide binding, europium anti-His; inhibition, % at 25 µM; 88,000 compounds, 0.29% hits; AID 630;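 active means compounds that reduce the energy-transfer binding signal between the protein and its labelled peptide by more than half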;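 further: 0% = Smad3 plus labelled peptide maximal FRET and 100% = peptide-only background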
ERb coact inh: ER-beta (human) coactivator binding inhibition | 86,000 compounds, 1.3% hits | inhibition, % at 25.6 µM | TR-FRET ER-beta LBD / SRC1-Cy5 peptide binding; receptor agonist-loaded with 1 µM estradiol;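 active means compounds whose percent inhibition of the receptor-coactivator binding signal exceeds about 50% in the single-dose screen, limit read from the data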;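 further: 0% = receptor plus peptide wells without compound and 100% = peptide-only wells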
Target sequence (Q92731 whole entry, looked up, the tested form may be a part): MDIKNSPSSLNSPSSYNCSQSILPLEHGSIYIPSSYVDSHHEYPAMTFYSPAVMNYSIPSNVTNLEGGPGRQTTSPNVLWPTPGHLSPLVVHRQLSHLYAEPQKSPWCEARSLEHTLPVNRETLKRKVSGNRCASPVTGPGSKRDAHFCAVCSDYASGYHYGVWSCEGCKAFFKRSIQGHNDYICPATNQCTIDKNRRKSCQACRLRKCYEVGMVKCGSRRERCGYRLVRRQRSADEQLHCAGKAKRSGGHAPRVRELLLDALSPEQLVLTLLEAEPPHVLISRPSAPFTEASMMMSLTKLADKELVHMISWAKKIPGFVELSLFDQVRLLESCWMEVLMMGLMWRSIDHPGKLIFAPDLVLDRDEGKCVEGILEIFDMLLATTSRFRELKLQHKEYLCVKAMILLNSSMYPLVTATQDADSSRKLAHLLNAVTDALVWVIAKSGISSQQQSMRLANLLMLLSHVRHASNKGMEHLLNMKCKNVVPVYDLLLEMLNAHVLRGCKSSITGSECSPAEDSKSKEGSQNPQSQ
Candida biofilm: kills Candida albicans biofilms; C. albicans biofilm + clotrimazole, Alamar Blue; inhibition, % at 6 µM; 85,000 compounds, 0.14% hits;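 active means inhibition above 20%; inactive means inhibition below 20%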;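 further: preformed 24 hr biofilms exposed to compound for 48 hr; 0% = biofilm without compound and 100% = blank killed by clotrimazole plus chlorhexidine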
ERa SRC1 inh: blocks coactivator binding to human estrogen receptor alpha. P03372. TR-FRET ER-alpha LBD / SRC-1 peptide, estradiol-bound. inhibition, % at 25.6 µM. 86,000 compounds, 1.7% hits. AID 629; in the data active means inhibition above about 50%;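 further: 0% = receptor plus peptide control and 100% = peptide only without receptor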
H69AR inhibit: growth inhibitors of human H69AR lung tumor cells. H69AR lung tumor viability, ATP luminescence, 72 h; stronger effect = lower value. viability, % at 10 µM. 85,000 compounds, 6% hits;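 active means viability at or below 40%; inactive means viability above 40%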;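 further: multidrug resistant small cell line overexpressing MRP-1 efflux transporter; 100% = mean luminescence of untreated control wells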
Lung fibro prol: blocks proliferation of human lung fibroblasts | 85,000 compounds, 1.1% hits | LL 47 human lung fibroblast viability, ATP luminescence; stronger effect = lower value | viability, % at 10 µM | AID 719;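 active means viability at or below 50% in the single dose screen; inactive means viability above 50%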;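 further: compound exposure lasted 72 h before the ATP readout; 100% = median luminescence of untreated cell-only wells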
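Material: human lung fibroblast line LL 47, low passage; Evaluation: viability percentage against median untreated-cell control; Buffer or medium: 15% FBS in IMEM; Incubation: 72 h compound exposure at 37 °C after overnight plating; Dosing: 0.1% DMSO in all compound wells; Measured by: CellTiter-Glo luminescence.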
ERa coact pot: ER-alpha (human) coactivator binding potentiation. P03372. TR-FRET ERalpha-LBD/SRC-Cy5 coactivator binding, 2 h; 100 = basal binding, no effect. coactivator binding (% of control), % at 25.6 µM. 86,000 compounds, 1.3% hits; in the data active means activity above about 200%;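 further: binding measured in presence of low estradiol as agonist stimulus; 0% = peptide alone without receptor and 100% = receptor with peptide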
HUVEC prolif 384: blocks proliferation of human endothelial cells; HUVEC proliferation, CellTiter-Glo luminescence, 72 h; stronger effect = lower value; viability, % at 10 µM (by protocol); 86,000 compounds, 1.1% hits;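 active means viability at or below 30%; inactive means viability above 30%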;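 further: 100% = median luminescence of DMSO-only cell control wells on each plate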
sEH act: increases human soluble epoxide hydrolase activity; activation, % at 2 µM; purified human sEH enzymatic activity, activator screen; P34913; 91,000 compounds, 0.04% hits; AID 717; in the data active means activation above about 37%; further: values of inactives mirror those of a sister screen read the other way
Target sequence (P34913 whole entry, looked up): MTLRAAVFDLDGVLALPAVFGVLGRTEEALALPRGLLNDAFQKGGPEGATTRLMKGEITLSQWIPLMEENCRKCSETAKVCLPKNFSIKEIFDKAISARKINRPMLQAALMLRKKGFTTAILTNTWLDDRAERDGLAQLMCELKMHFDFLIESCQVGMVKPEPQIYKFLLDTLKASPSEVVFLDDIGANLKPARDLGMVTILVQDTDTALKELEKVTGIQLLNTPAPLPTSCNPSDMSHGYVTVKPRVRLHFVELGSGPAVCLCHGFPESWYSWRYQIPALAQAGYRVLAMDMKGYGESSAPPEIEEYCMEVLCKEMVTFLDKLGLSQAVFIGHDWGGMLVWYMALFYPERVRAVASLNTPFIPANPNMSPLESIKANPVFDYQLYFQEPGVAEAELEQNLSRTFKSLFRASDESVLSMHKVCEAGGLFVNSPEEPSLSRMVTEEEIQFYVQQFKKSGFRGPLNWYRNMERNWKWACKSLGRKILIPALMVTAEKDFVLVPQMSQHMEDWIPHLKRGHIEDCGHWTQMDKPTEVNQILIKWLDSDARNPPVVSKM
* = called active by the depositor; / = no result given; [ ] = dose if it differs, or a comment.

SMILES	Smad3 inh	ERb coact inh	Candida biofilm	ERa SRC1 inh	H69AR inhibit	Lung fibro prol	ERa coact pot	HUVEC prolif 384	sEH act
COc1ccc(-c2cc(C(F)(F)F)nc(SCC(=O)NCc3ccco3)n2)cc1OC	8.9	-4.1[fluorescence artefact?]	3.6	7.9	40.2	91.8	96.6	84.2	-5.5
COC(=O)c1[nH]c2c(c1C)C(=O)CC(c1cc(OC)ccc1OC)C2 (stereo not drawn)	-9.3	16.3	5.6	19.5	21.8*	52.4	143.0	49.5	11.7
Cc1ccccc1CS(=O)(=O)Cc1ccc(C(=O)NCc2cccnc2)o1	-3.0	-4.6	0.9	-5.9	89.6	97.4	121.0	94.1	8.2
Cc1ccc(C(=O)NCc2ccc3c(c2)OCO3)cc1S(=O)(=O)N1CCOCC1	0.6	7.1	-0.3	-1.6	104.0	100.7	111.2	95.5	-53.8
CC1CCN(S(=O)(=O)c2ccc(C(=O)Nc3sccc3C(N)=O)cc2)CC1	0.4	13.6	6.7	9.4	46.6	96.8	111.5[fluorescence artefact?]	92.3	6.7
Clc1ccc(OCCCc2nc(-c3cccnc3)no2)c(Cl)c1	-9.2	-7.9	1.4	-0.4	85.7	100.6	130.2	109.8	8.4
CC(CCc1ccccc1)NC(=O)c1nnc(Cc2ccc(F)cc2)o1 (stereo not drawn)	4.3	-7.2	8.8	-3.2	99.4	98.0	101.2	99.5	/
CCOC(=O)c1cnn(-c2ccc(C(F)(F)F)cn2)c1N	-14.6	5.0	-2.3	-0.2	108.2	103.0	98.8	104.0	15.7
CC(C)COc1ccc(/C(O)=C2/C(=O)C(=O)N(CCN(C)C)C2c2ccncc2)cc1 (stereo not drawn)	-0.5	-2.8	7.8	5.8	97.4	98.2	125.8	92.7	-1.6
CC(C)(C)NC(=O)CSc1nsc(SCC(=O)NC(C)(C)C)c1C#N	3.1	-3.7	6.1	6.1	86.1	96.8	110.7	100.0	14.6
CCC(=O)N1CCCn2c1nc1ccccc12	9.2	-4.8[fluorescence artefact?]	6.8	-4.2	91.2	90.8	85.4	86.0	6.4
CCOC(=O)c1cc2sc(C)cc2n1CC(=O)N1CCc2ccccc21	6.8[fluorescence artefact?]	4.8[fluorescence artefact?]	-1.0	-0.8	92.0	104.6	124.0[fluorescence artefact?]	96.2	12.8
COc1ccc2c(c1)CC(C1(O)C(=O)Nc3ccccc31)C2=O (stereo not drawn)	7.2	-13.5[fluorescence artefact?]	7.9	-9.4	82.9	101.9	110.7	94.9	0.7
COc1ccc(Cl)c(Cn2c(NCc3ccco3)nc3c2c(=O)n(C)c(=O)n3C)c1	0.0[fluorescence artefact?]	53.5*[fluorescence artefact?]	1.5	80.8*[fluorescence artefact?]	66.9	96.5	52.4[fluorescence artefact?]	87.5	-2.3
Cc1cc(C(=O)N2CCN(C(=O)C3CCCO3)CC2)no1 (stereo not drawn)	1.5	-26.7[fluorescence artefact?]	4.8	-20.8	102.0	95.1	95.1	100.2	4.2

Five compounds picked at random from the list so far, as already listed:
SMILES	Smad3 inh	ERb coact inh	Candida biofilm	ERa SRC1 inh	H69AR inhibit	Lung fibro prol	ERa coact pot	HUVEC prolif 384	sEH act
Cc1ccc(C(=O)NCc2ccc3c(c2)OCO3)cc1S(=O)(=O)N1CCOCC1	0.6	7.1	-0.3	-1.6	104.0	100.7	111.2	95.5	-53.8
CC1CCN(S(=O)(=O)c2ccc(C(=O)Nc3sccc3C(N)=O)cc2)CC1	0.4	13.6	6.7	9.4	46.6	96.8	111.5[fluorescence artefact?]	92.3	6.7
CCC(=O)N1CCCn2c1nc1ccccc12	9.2	-4.8[fluorescence artefact?]	6.8	-4.2	91.2	90.8	85.4	86.0	6.4
Cc1ccccc1CS(=O)(=O)Cc1ccc(C(=O)NCc2cccnc2)o1	-3.0	-4.6	0.9	-5.9	89.6	97.4	121.0	94.1	8.2
COc1ccc(Cl)c(Cn2c(NCc3ccco3)nc3c2c(=O)n(C)c(=O)n3C)c1	0.0[fluorescence artefact?]	53.5*[fluorescence artefact?]	1.5	80.8*[fluorescence artefact?]	66.9	96.5	52.4[fluorescence artefact?]	87.5	-2.3

New compounds follow.
SMILES	Smad3 inh	ERb coact inh	Candida biofilm	ERa SRC1 inh	H69AR inhibit	Lung fibro prol	ERa coact pot	HUVEC prolif 384	sEH act
COc1ccc(-c2ncncc2-c2csc(C)n2)c(O)c1	3.9	-22.4[fluorescence artefact?]	10.9	-20.9	108.7	86.1	105.6	94.8	-0.8
CCOC(=O)c1[nH]c(C)c(CN(CCc2ccccc2)S(C)(=O)=O)c1C	-13.9	2.9[fluorescence artefact?]	-7.9	-1.1	82.5	89.5	97.5	105.9	13.3
CC(=O)OC(C(=O)n1nc(C)cc1C)c1ccccc1 (stereo not drawn)	-0.7	-9.4	2.4	-9.2	98.8	98.1	111.7	93.9	6.7
COc1ccc2c(c1)c1ncn(CCN3CCNCC3)c(=O)c1n2C	11.8	-10.3	7.3	-4.7	87.1	98.5	103.7	83.4	-0.1
O=C(NCC(=O)N(Cc1ccccc1)C(C(=O)NC1CCCC1)c1ccncc1)c1ccco1 (stereo not drawn)	-1.4	8.9	-0.6	-4.0	80.2	97.7	116.0	98.4	-9.2
c1ccc(-c2cnnc(N3CCCCC3)n2)cc1	5.2	-10.5[fluorescence artefact?]	8.1	-18.9	91.5	101.6	91.1	97.3	-7.5
Cc1nc2ncnn2c(C)c1Cc1ccc(Cl)cc1	4.4	-8.1[fluorescence artefact?]	-1.3	1.7[fluorescence artefact?]	92.2	91.3	98.8	94.1	-7.6
Cc1c(C(=O)OC2CCCCC2)[nH]c2c1C(=O)CC(C)(C)C2	9.3	16.6	11.7	-0.1	84.2	90.2	104.5[fluorescence artefact?]	96.3	-7.2
CSc1nc2ccc(S(=O)(=O)NC3CCCCC3)cc2s1	7.0	-8.0	3.7	1.8	90.4	92.2	104.3	94.7	-9.1
COc1ccccc1Nc1ncccc1C(=O)NCc1ccccc1	17.0	0.3[fluorescence artefact?]	5.1	2.5	76.6	88.3	110.7	76.5	13.7
Cc1cc(C)n(-c2nncn2NC(=O)c2ccc(Cl)cc2O)n1	-1.8	-0.2	-0.1	-2.3	92.9	100.4	137.6	95.0	/
Cc1ccc(Nc2c3c(nc4ncnn24)CC(C)CC3)cc1 (stereo not drawn)	1.2	-13.1	-2.8	-14.2	63.5	94.6	112.6	76.8	-9.0
CS(=O)(=O)N1CCC(C(=O)NCCN2CCN(Cc3ccccc3)CC2)CC1	-4.6	0.0	-2.8	-6.4	100.5	97.8	122.2[fluorescence artefact?]	98.5	/
O=C(OCc1cccc2ccccc12)c1ccc2c(=O)[nH]c(CN3CCOCC3)nc2c1	5.9	-0.1	3.2	-1.1	94.7	/	142.0	102.3	-1.6
COc1ccc(CC(=O)Nc2ccc3c(c2)CCC3)cc1S(=O)(=O)N1CCOCC1	0.5	2.3	4.2	-2.9	83.3	/	102.3	88.5	-73.5
Nc1nonc1C(=O)OCC(=O)N1CCCCC1	6.0	-11.0	-8.1	0.8	99.0	110.3	114.3	114.1	-2.5
COc1cccc(C2CC(c3cccs3)=NN2C(=O)CSC2=NN3CCCC(=O)N=C3S2)c1OC (stereo not drawn)	5.4	-4.4	10.0	4.3	79.9	95.3	99.9	95.0	/
Cn1nc(C(=O)NC2=NCCS2)ccc1=O	8.7	16.1	0.2	-2.9	89.3	101.4	94.5	109.8	3.5
CC1(C)Cc2c(sc3c2C(=O)N(c2ccccc2)C2=NCCN23)CS1	-2.7	-7.5	0.9	7.3	98.1	105.8	96.0	99.4	-8.5
COc1ccccc1-c1nn2c(=O)cc(C)nc2s1	8.3	-3.2[fluorescence artefact?]	0.1	6.8[fluorescence artefact?]	92.3	92.3	104.7	100.4	2.5
CCOC(=O)CNC(=O)Nc1nnc(-c2ccc(OCC)cc2)o1	-3.7	5.9	3.2	1.0	83.7	102.3	101.1	97.8	/
CC1(C)CC(=O)c2cnc(NC(=O)c3ccco3)nc2C1	6.3	0.9	-4.4	11.2	88.7	98.6	83.0	92.4	-9.1
COC(=O)C(C(=O)OC)c1ccccc1[N+](=O)[O-]	5.0	0.5[fluorescence artefact?]	7.2	3.6[fluorescence artefact?]	93.2	96.5	123.2[fluorescence artefact?]	94.1	3.8
CC1(C)Cc2c(sc3ncn4nnnc4c23)CO1	-1.7	-3.4	3.0	-2.9	99.2	93.2	122.2	77.2	/
CCCCC(=O)Nc1cccc(-c2nc3ncccc3o2)c1	3.0	-3.4	6.6	0.3	89.8	110.9	94.5	104.5	/
Clc1ccc(Br)cc1-c1nc(-c2ccncc2)no1	9.2	26.6[fluorescence artefact?]	0.0	34.5[fluorescence artefact?]	98.6	97.0	246.3*[fluorescence artefact?]	87.7	13.4
CCC1(C)Cc2ccccc2/C(=C/C(=O)N2CCCCC2)N1 (stereo not drawn)	0.9	4.8[fluorescence artefact?]	3.1	2.0[fluorescence artefact?]	97.5	94.2	121.6	96.4	-15.4
Cn1nnc(C(O)CNCc2cccs2)n1 (stereo not drawn)	2.1	-0.3	-5.6	-0.2	95.7	108.0	108.8	114.4	-4.0
Cc1cc(NS(=O)(=O)N(C)C)ccc1C(C)C	-1.2	1.1	5.6	-5.8[fluorescence artefact?]	93.1	95.5	106.8	106.5	8.1
CCOc1cc(N2CCOCC2)c(OCC)cc1NC(=O)c1nc2nccc(C)n2n1	15.9	16.4	6.6	5.2	94.2	/	95.5	99.3	/
COc1cc2nc(C3CCC3)n(NC(=O)C(OC(C)=O)c3ccccc3)c(=O)c2cc1OC (stereo not drawn)	2.7	-1.2	8.4	-10.4	84.0	98.3	106.7	95.9	/
Cc1cc(C)cc(Oc2nc(-c3ccccc3)cc(C)c2S(C)(=O)=O)c1	8.0	18.7	-3.9	-1.4	56.2	94.3	87.9	71.7	-1.1
CCOc1ccc(N2C(=O)CN=C2Nc2ccccc2F)cc1	-0.7	-19.8[fluorescence artefact?]	-1.8	-3.8	88.1	101.7	100.7	99.8	0.2
CCn1cc(C(=O)N2CC=C(c3ccccc3)CC2)c(=O)c2ccc(C)nc21	2.4	-8.3	1.7	-8.6	98.8	105.7	108.2	104.4	/
c1ccc(-c2cc(CSc3nc4ccccc4[nH]3)on2)cc1	-9.8	-0.5[fluorescence artefact?]	-0.4	19.2	94.9	100.1	108.6[fluorescence artefact?]	111.8	2.7
Cc1ccc(S(=O)(=O)N(CCCO)Cc2cc3c(C)ccc(C)c3[nH]c2=O)cc1	1.1	-3.3	-2.4	1.1	96.9	103.4	95.7	74.0	-6.2
COc1cccc(-c2nn(C)c3sc(C(=O)N4CCOCC4)cc23)c1	-0.3	-6.4	1.7	-3.3	92.7	99.1	131.8	86.6	0.8
CCn1c(CSc2nc(C)cc(C)n2)nnc1SCC(=O)N1CCCc2ccccc21	-13.4	-0.1	-0.4	-2.1	95.4	104.8	67.9[fluorescence artefact?]	102.3	-2.6
CCn1c(SCC(=O)c2ccc(OC)cc2)nnc1C1CC1	4.4	-6.2	1.9	29.2	83.3	92.1	67.6	95.1	-1.3
CCOC(=O)c1sc(C)c2c(=O)n(CCCN3CCOCC3)cnc12	10.1	-7.7	7.1	0.4	90.3	99.5	115.7	95.0	/
O=S(=O)(NCC1CCCO1)c1ccc(S(=O)(=O)N(Cc2ccccc2F)C2CCCCC2)cc1 (stereo not drawn)	-1.6	-23.5[fluorescence artefact?]	6.3	-27.1	85.5	91.5	100.2[fluorescence artefact?]	92.3	-20.7

Only part of the results is shown; count on the stated rates, not on these rows.
